Screens from PubChem BioAssay.
aGlu spleen mod = inhibitors or activators of human alpha-glucosidase in spleen homogenate. P10253. human spleen homogenate, 4-MU-alpha-glucoside fluorescence. Potency, µM (titrated, usually from 79.9 µM), inactives show at the top dose activity change, negative = inhibition, hits mostly inhibitors. 0.006% of 240,000 active;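 note: 0% = enzyme with vehicle and -100% = no enzyme basal signal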
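Human spleen homogenate (1 ug) with 4-methylumbelliferyl-alpha-D-glucopyranoside (1 mM final) in 50 mM citrate/phosphate pH 5.0, 0.01% Tween-20; 40 min at 37 C. Stopped at pH 10; 4-MU fluorescence Ex 365/Em 440 nm; AC50 by Hill fit.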
SMN2 splice up = enhancers of SMN2 splice variant expression | HEK293 SMN2-luciferase splicing reporter, luminescence, 30-36 h | AID 1458 | 2.8% of 210,000 active | Potency, µM (highest dose often 46.1 µM), without a hit: top-dose activity change, positive = activation, most hits filed as activators; note: % of control where 0% means no effect; nearly all actives have a fitted effect of over 55% in size
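qHTS luciferase splicing reporter: luminescence rises when SMN2 exon 7 is included in transfected HEK293 cells. Compound exposure lasted 30-36 h at 37C, with 4.5 mM final sodium butyrate as control, followed by a ONE-Glo read.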
GAA glycogen = GAA glycogen-cleavage inhibition or activation | 0.38% of 300,000 active | AID 2100 | P10253 | recombinant GAA, glycogen substrate, Amplex Red glucose oxidase fluorescence | Potency, µM (titrated, usually from 76.4 µM), inactives show at the top dose activity change, negative = inhibition, hits mostly inhibitors;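 note: 0% = full enzyme reaction and -100% = no-enzyme basal signal; the screen sought inhibitors and activators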
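Natural-substrate format: glycogen cleavage by 4 nM human enzyme, glucose read by Amplex Red coupling (Ex 573, Em 610 nm). Normalized to enzyme and no-enzyme controls.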
ALDH1A1 block = blocks purified human ALDH1A1 activity; Purified ALDH1A1, NADH fluorescence, propionaldehyde substrate; P00352; Potency, µM (top dose mostly 75.3 µM), without a hit: top-dose activity, negative = inhibition, usual class: inhibitors; 7.3% of 220,000 active; active = well fitted inhibition curve with a large enough effect, not every such curve was filed as active; inconclusive = small, poorly fitted or top-dose-only effect, or another doubt; inactive = no such curve, though single readings can be large or run the other way;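 note: plate controls were no enzyme wells and a reference inhibitor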
Target sequence (P00352 whole entry, looked up): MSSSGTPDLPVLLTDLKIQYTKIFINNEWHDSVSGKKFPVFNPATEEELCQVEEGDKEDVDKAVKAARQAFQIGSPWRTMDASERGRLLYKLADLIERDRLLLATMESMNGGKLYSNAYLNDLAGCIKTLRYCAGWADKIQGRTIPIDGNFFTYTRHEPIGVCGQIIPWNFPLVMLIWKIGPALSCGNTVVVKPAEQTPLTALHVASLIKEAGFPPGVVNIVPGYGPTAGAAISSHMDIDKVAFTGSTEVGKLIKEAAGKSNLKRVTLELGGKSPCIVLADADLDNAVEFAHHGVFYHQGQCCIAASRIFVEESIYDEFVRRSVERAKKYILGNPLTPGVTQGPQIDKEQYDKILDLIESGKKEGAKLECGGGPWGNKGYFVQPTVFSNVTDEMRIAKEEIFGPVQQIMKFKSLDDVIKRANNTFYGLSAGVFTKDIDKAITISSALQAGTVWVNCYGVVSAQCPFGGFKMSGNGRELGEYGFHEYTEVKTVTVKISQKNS
GoLoco inh red = inhibitors of human Gai1-RGS12 GoLoco interaction (red fluorophore) | P63096 | Gai1:RGS12 GoLoco peptide FP, rhodamine, 10 min | Potency, µM (doses to about 61.6 µM), without a hit: at the top dose activity, negative = inhibition, actives largely listed as inhibitors | 0.44% of 230,000 active | AID 880; active = well fitted inhibition curve with a large enough effect, not every such curve was filed as active; inactive = no such curve, though single readings can be large or run the other way; note: % is set by controls: 0 for no effect and ±100 for the full control effect; nearly all actives have a fitted effect of over 30% in size; many of its hits are not listed in these tables
KDM4E inh = inhibitors of human JMJD2E histone demethylase | B2RXH2 | JMJD2E catalytic domain, FDH-coupled NADH fluorescence (FDH is formaldehyde dehydrogenase) | Potency, µM (series often up to 57.1 µM), without a hit: top-dose activity change, negative = inhibition, actives largely listed as inhibitors | 1.6% of 230,000 active | AID 2147; active = well fitted inhibition curve with a large enough effect, not every such curve was filed as active; inconclusive = small, poorly fitted or top-dose-only effect, or another doubt; inactive = no such curve, though single readings can be large or run the other way;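 note: 0% = wells with enzyme and -100% = buffer wells without enzyme; nearly all actives have a fitted effect of over 50% in size; many of its hits are not listed in these tables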
GAA inh = alpha-glucosidase (human) inhibition. AID 1466. 0.005% of 200,000 active. Potency, µM (doses to about 76.9 µM), inactives show top-dose activity change, negative = inhibition, most hits filed as inhibitors. purified human GAA, 4-MU-alpha-glucoside fluorescence;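 note: plate controls were uninhibited enzyme wells for no effect and no-enzyme background for full effect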
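Enzyme (4 nM final) mixed with compound (up to 77 uM), then 4-MU-alpha-D-pyranoside (400 uM final) added; 20 min at room temperature, pH 5.0. Reaction stopped at pH 10, fluorescence read, AC50 derived by Hill fit.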
GLA spleen mod = alpha-galactosidase A (human) modulation; human spleen homogenate, 4MU-alpha-Gal fluorescence, 40 min; 0.008% of 240,000 active; Potency, µM (top dose mostly 80 µM), for inactives: at the top dose activity change, negative = inhibition, hits mostly inhibitors; P06280;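 note: 0% = enzyme with vehicle and -100% = no enzyme basal signal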
Target sequence (P06280 32-429 limits assumed): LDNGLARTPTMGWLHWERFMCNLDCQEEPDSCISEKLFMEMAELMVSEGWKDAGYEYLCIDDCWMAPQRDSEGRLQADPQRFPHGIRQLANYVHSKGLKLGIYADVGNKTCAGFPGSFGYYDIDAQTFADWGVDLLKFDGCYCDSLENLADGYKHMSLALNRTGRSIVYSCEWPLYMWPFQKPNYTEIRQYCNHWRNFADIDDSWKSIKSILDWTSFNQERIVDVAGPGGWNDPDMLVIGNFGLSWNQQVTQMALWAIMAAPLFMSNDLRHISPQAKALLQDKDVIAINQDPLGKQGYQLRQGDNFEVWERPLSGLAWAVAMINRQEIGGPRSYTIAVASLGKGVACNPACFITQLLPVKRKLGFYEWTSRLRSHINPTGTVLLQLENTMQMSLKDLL
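Human spleen homogenate (1 ug) as enzyme source, 4-methylumbelliferyl-alpha-D-galactopyranoside 1 mM final, citrate/phosphate pH 5.0 with 0.01% Tween-20. Compounds 40 min at 37C, NaOH/glycine stop; fluorescence Ex 365/Em 440, Hill-fit AC50.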
* hit, by the source's call; ? = inconclusive; . = not tested or not shown; & = joins results of further samples; [ ] = dose if it differs, or a comment. Unless noted, calls come from the whole dose curve; as a rule, active = well fitted curve in the direction sought with a large enough effect; inconclusive = small, poorly fitted or top-dose-only effect, or another doubt; inactive = no such curve, though single readings can be large; an effect the other way counts as inactive or inconclusive. Potency is the fitted concentration of half-maximal effect. Only part of the results is shown, so the mix of outcomes need not match the whole.

smiles | SMN2 splice up | GoLoco inh red | GAA glycogen | GLA spleen mod | KDM4E inh | GAA inh | aGlu spleen mod | ALDH1A1 block
Cc1ccc2nsnc2c1NC(=O)c1ccc2c(c1)OCCO2 | 2% | -4% | 7% | -8% | 1% | -3% | -24% | -3%
Cn1nnnc1SCC(=O)Nc1ccccn1 | 8% | 3% | 9% | 5% | 7% | -8% | 3% | 4%
Cc1cc2oc(=O)cc(-c3ccccc3)c2c(C)c1-c1ccc(N(C)C)cc1 | . | -4%[88.7 µM] | . | -1%[119 µM] | . | . | 9%[119 µM] | -6%
O=S(=O)(N1CCCCC1)N1CCN(S(=O)(=O)N2CCCCC2)CC1 | 3% | 5% | -1% | 0% | 2% | 4% | -5% | 12%
O=C(O)C1CC=CCC1C(=O)Nc1cccc([N+](=O)[O-])c1 (configuration not stated) | 5% | 2% | 3% | 1% | 2% | 1% | 5% | ?
CCN(Cc1ccncc1)C(=O)[C@@H](CO)c1ccccc1 | 2%[20.6 µM] | 3% | . | 5% | 10% | . | 1% | 8%
COc1ccc2nc3oc(C(=O)N4CCCCC4)cc3cc2c1 | 14µM* | 11% | 2% | 8% | ? | 5% | -7% | ?
Cc1ncoc1C(=O)Nc1ccc(Oc2ccccc2)cc1 | -4% | 6% | 3% | -2% | -3% | -7% | -1% | -7%
O=S(=O)(c1ccc(F)c(Cl)c1)N1CCCC1 | . | -3% | -6% | -6% | 1% | 2% | -2% | 0%
CCC(C)c1ccc(NC(=S)NCc2cccs2)cc1 (configuration not stated) | 6% | 3% | -18% | 5% | -13% | ? | -3% | -2%
COc1ccc(OC)c(CN2CCC(C(=O)N3CCOCC3)CC2)c1 | 8% | 3% | -1% | 7% | ? | 1% | 6% | ?
Cc1ccc(C(=O)NC(=S)NNC(=O)CC#N)cc1 | 6% | 1% | 11µM* | 6% | -5% | ? | 7% | 0%
COc1cccc(/C=C2\SC(=S)N(N3CCOCC3)C2=O)c1OC | 3% | -4% | -11% | -2% | 3% | ? | 3% | 14µM*
COc1ccc2[nH]c3c(c2c1)CCn1c-3nc2sc(C(=O)Nc3ccccc3)c(C)c2c1=O | -11% | 3% | 13% | 2% | 14% | 5% | -7% | 12%
CCOC(=O)c1cc2c(nc1NC(=S)NCc1ccccc1)CCCC2 | 11µM* | 1% | 12% | -19% | 8% | 4% | -23% | ?
C/C(=C\CCC1(C)C2CC3C(C2)C31C)C(=O)O (configuration not stated) | . | 4% | 3% | -6% | -2% | . | -1% | .
Cc1ccc(CC(CC(=O)O)C(=O)NC2CCCCC2)cc1 (configuration not stated) | -1% | 4% | 2% | 1% | 5% | ? | 9% | -7%
Cc1cs/c(=N/C(=S)Nc2ccccc2)n1C | 1.3µM* | -14% | -5% | -1% | -3% | -2% | -2% | 3%
O=C(c1ccc(S(=O)(=O)Nc2ccc(F)cc2)cc1)N1CCN(c2ccccn2)CC1 | -49%[inhibitor] | 0% | -14% | 11% | -9% | ? | -14% | 2%
Cc1ccc(S(=O)(=O)N2CCN(S(=O)(=O)N3CCOCC3)CC2)cc1 | -18% | 0% | 8% | -3% | 2% | 3% | -9% | -6%
Cc1sc2ncn3ncnc3c2c1C | -5% | -10% | -3% | 0% | 1% | -10% | -1% | ?
CCN1C(=O)/C(=C2/C=CC=CN2C)OC1=S | 1% | 8% | -5% | 9% | -9% | -1% | 6% | ?
COC(=O)[C@@H](NC(=O)N1CCc2nc(-c3ccccc3)c3c(c2C1)CO[C@@H](C)C3)C(C)C | 4%[9.22 µM] | -1%[14.2 µM] | . | -5%[17.5 µM] | 7%[11.4 µM] | . | -6%[17.4 µM] | 0%[13.5 µM]
CCOC(=O)c1cnc2ccc(C(=O)OC)cc2c1Nc1cccc(C(=O)O)c1 | -19% | 1% | -16% | 1% | -7% | -7% | 6% | ?
CS(=O)(=O)Oc1ccc2c(c1)O/C(=C\c1cccnc1)C2=O | . | 5% | 1% | 2% | ? | -2%[15.4 µM] | -4% | 11µM*
C/C(CC(C)C)=N\Nc1ccc(S(N)(=O)=O)cc1[N+](=O)[O-] | -30% | 11% | ? | -3% | -7% | 4% | 1% | -5%
COc1cccc(/C=N/NC(N)=S)c1OS(=O)(=O)c1ccccc1 | -21% | 8% | 4% | -3% | 3% | -1% | -13% | ?
CC(=O)CSc1nnc(-c2ccncc2)n1C | -6% | 7% | 1% | -10% | 0% | 1% | 3% | -7%
CCN(c1ccccc1)S(=O)(=O)c1cc(C(=O)Oc2ccc3c(C)cc(=O)oc3c2)ccc1C | 5%[1.84 µM] | -7% | 1% | ? | ? | ? | ? | ?
Cc1ccc(S(=O)(=O)Nc2cccc(/C=C/C(=O)O)c2)cc1 | -8% | 4% | 1% | -7% | -2% | -17% | -3% | 4%
Brc1ccc(-c2csc(N/N=C/c3ccc4c(c3)OCO4)n2)cc1 | -27% | -8% | ? | -5% | -7% | 7% | -9% | -8%
O=C(O)C1CCCCC1C(=O)Nc1ccccc1F (configuration not stated) | -21% | 13% | -4% | -3% | -4% | -9% | -1% | 20µM*
CC(C)N(C(=O)Cn1cc(SCC(=O)NCC2CCCO2)c2ccccc21)C(C)C (configuration not stated) | -43%[inhibitor] | 0% | 1% | 0% | 7% | 3% | 6% | -1%
COc1ccccc1OCCCCCCN1CCOCC1 | 1% | 16% | 15% | -9% | ? | 6% | -2% | -4%
O=C(O)CCC(=O)N(Cc1ccco1)c1nc(-c2ccccc2)cs1 | -3% | 9% | -1% | 7% | -2% | -3% | 4% | 0%
CCCCCCCCOc1ccc(C2OC34CCCCC3C(C#N)(C#N)C2(C#N)C(=N)O4)cc1 (configuration not stated) | -4% | 28µM* | -9% | ? | ? | ? | 21% | ?
CC(C)(C)NC(=O)CCCCCCCC(=O)NC(C)(C)C | . | 8% | -2% | 7% | 5% | 12% | -3% | 9%
CC(C)(C)C(=O)Nc1ccc(C(=O)N/N=C/c2ccccc2OC(=O)c2ccccc2)cc1 | -88%[inhibitor] | 6% | -6% | -1% | 2% | -7% | -3% | 8%
CCC(=O)NC1Cc2ccccc2C(c2ccccc2)C1 (configuration not stated) | -7% | 9% | . | 17% | . | . | 6% | -6%
Cc1ccnc(NC(=O)C2CCN(S(=O)(=O)c3cccc4nsnc34)CC2)c1 | -14% | -3% | -15% | -5% | 2% | 2% | -13% | 6%
COc1cc(C(=S)N2CCCC2)cc(OC)c1OC | 12% | 8% | 30% | -5% | -26% | -3% | 0% | ?
Nc1nnc(SC2CCCC2)s1 | 1% | -3% | 4% | -2% | 7% | -3% | 4% | -7%
C(=C\c1ccccc1)/CSc1nc2ncccc2[nH]1 | . | 11% | -2% | 14% | 2% | . | 0% | .
FC(F)(F)C1=CC(c2ccc(Br)cc2)=NCCN1 | -14% | -6% | 7% | -1% | 4% | -6% | -6% | 1%
COc1ccc(NC(=O)C2CC(=O)NC(Nc3cccc(C)c3)=N2)cc1 (configuration not stated) | 11% | -2% | 0% | -12% | 4% | -7% | -14% | 3%
CC(C(=O)Nc1cccc([N+](=O)[O-])c1)[n+]1ccccc1 (configuration not stated) | . | 78%[activator] | -1% | 5% | 10% | 12% | -2% | ?
COc1ccc(S(=O)(=O)N(C)CC(=O)N2CCOCC2)cc1 | -1% | 4% | 6% | 7% | 5% | -2% | 5% | 6%
CN(C)c1ccc(C2(O)C(=O)c3ccccc3C2=O)cc1 | -12% | -15% | -20% | 4% | 11% | -6% | 3% | -5%
CS(=O)(=O)N1CCc2cc(-c3csc(NC(=O)C(c4ccccc4)c4ccccc4)n3)ccc21 | 7% | 5% | -5% | 6% | -8% | -12% | -7% | ?
O=C(/C=C/c1ccc(Cl)cc1Cl)c1ccc[nH]1 | 7% | 8% | -3% | 0% | -1% | -4% | -1% | -14%
CCOc1cc(C)c(Cl)cc1S(=O)(=O)n1cnc2ccccc21 | ? | 8% | -17% | -3% | -11% | ? | -6% | -2%
COc1ccc(C(=O)N2CCN(c3ccc([N+](=O)[O-])c(-n4nc(C)cc4C)c3)CC2)cc1 | -4% | -6% | -5% | -4% | -6% | 3% | -21% | ?
Cc1ccc(S(=O)(=O)Nc2ccc(C(=O)Nc3ccncc3)cc2)cc1 | . | 1% | -1% | -3% | 3% | 1% | -4% | ?
O=C(CN1CCOCC1)Nc1ccc(Oc2ccc(NC(=O)CN3CCOCC3)cc2)cc1 | 19% | 9% | 3% | 4% | 7% | -8% | -1% | 18µM*
COc1ccccc1OCC(=O)Nc1ccc(S(=O)(=O)N2CCN(C)CC2)cc1 | . | 6% | -10% | 2% | 17% | 0% | -2% | 8%
COc1ccc(C(=O)n2nc(-c3ccccc3)nc2SC)cc1 | 6% | 2% | -3% | -7% | -2% | 4% | -12% | ?

New compounds follow.
smiles | SMN2 splice up | GoLoco inh red | GAA glycogen | GLA spleen mod | KDM4E inh | GAA inh | aGlu spleen mod | ALDH1A1 block
COc1ccc(NS(=O)(=O)c2ccc(NC(=O)c3ccccc3)cc2)nn1 | -45%[inhibitor] | -9% | 6% | 1% | 5% | -3% | 5% | 11%
Cc1ccc2nc(C)c(C(=O)N/N=C/c3cccs3)n2c1 | 23% | 12% | -13% | -6% | ? | -4% | -2% | ?
Cc1cc(CNC(=O)[C@H](C)[C@@H]2C[C@@]2(C)[C@@H](NC(=O)OCc2ccccc2)c2ccccc2)nn1C | -26%&-16% | 7%&2% | 1% | 10%&3% | ? | 3% | -2%&-5% | ?
CC(=O)N1CCC2(CCCN(C(=O)Nc3cccc(C#N)c3)C2)CC1 | 7% | -5% | . | 4% | . | . | 5% | -5%
N=C(N)SCc1ncccc1O | . | 1% | 6% | -2% | -22% | -5% | 0% | ?
N[C@](CC1c2ccccc2Oc2ccccc21)(C(=O)O)[C@@H]1C[C@@H]1C(=O)O | . | 0% | . | -4% | -13% | . | 9% | 1%
Nc1nc(CN2CCCCC2)cs1 | -12% | 8% | 1% | 2% | 16% | 0% | -3% | 3%
CN1CCCN(C(=O)CC2(CC(=O)O)CCCCC2)CC1 | . | -4% | 5% | -3% | 6% | . | 1% | .
CCOC(=O)c1c(=O)n(O)c2ccc(OC)cc2[n+]1[O-] | -11% | -17% | 7% | 3% | -17% | -4% | -14% | ?
CC(=O)NC12CC3CC(C)(C1)CC(NC(C)=O)(C3)C2 | -15% | 12% | -7% | 9% | 6% | 5%[15.4 µM] | 6% | 9%
COc1cc(/C=N\Nc2nc(-c3ccc(C)cc3)c(NC(C)=O)s2)ccc1O | . | -7% | ? | 4% | ? | . | -2% | .
